Source: PubChem BioAssay
KCNQ2 block: KCNQ2 potassium channel inhibitors, primary screen, cell-based, CHO-K1, FluxOR thallium flux, B-score (AID 2156) | Potassium voltage-gated channel subfamily KQT member 2 (Rattus norvegicus), O88943 | 20 min; hits give low values | B-score at 10 µM | 310,000 compounds, 1.1% hits;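 active means fluorescence ratio B-score at most minus 3 library SDs, with starting brightness B-score within 2 library SDs, cut at about -5.5 in these data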
OX1R FRET antag: antagonists of human orexin 1 receptor (OX1R). OX1R-expressing cells, FRET antagonist read-out. 330,000 compounds, 1.8% hits. inhibition, % at 6.6 µM. AID 485270, 2010. Orexin/Hypocretin receptor type 1 (Homo sapiens), O43613; in the data active means inhibition mostly above about 38%, no sharp cut-off; inactive means mostly below about 40%;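 further: 0% = agonist challenge alone and 100% = reference antagonist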
Target sequence (O43613 whole entry, looked up): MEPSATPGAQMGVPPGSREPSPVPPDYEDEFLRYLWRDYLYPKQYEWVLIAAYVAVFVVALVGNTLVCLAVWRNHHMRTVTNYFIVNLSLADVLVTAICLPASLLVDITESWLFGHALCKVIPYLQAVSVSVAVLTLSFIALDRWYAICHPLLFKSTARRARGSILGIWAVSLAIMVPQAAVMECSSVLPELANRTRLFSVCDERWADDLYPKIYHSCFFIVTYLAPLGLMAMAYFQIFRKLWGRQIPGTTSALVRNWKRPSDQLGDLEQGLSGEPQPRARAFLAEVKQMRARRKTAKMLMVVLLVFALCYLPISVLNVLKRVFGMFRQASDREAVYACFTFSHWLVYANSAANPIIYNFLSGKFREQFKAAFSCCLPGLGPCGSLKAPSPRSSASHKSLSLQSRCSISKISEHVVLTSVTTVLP
STK33 inh: inhibitors of purified STK33 kinase, primary screen, biochemical, ADP-Glo luminescence, homogeneous, cell-free. Serine/threonine-protein kinase 33 (Homo sapiens), Q9BYT3. inhibition, % at 10 µM. MBP phosphorylation. 320,000 compounds, 0.073% hits;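 active means inhibition at or above 25%, using the most active replicate where run in duplicate; inactive means inhibition below 25%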
Target sequence (Q9BYT3 whole entry, looked up): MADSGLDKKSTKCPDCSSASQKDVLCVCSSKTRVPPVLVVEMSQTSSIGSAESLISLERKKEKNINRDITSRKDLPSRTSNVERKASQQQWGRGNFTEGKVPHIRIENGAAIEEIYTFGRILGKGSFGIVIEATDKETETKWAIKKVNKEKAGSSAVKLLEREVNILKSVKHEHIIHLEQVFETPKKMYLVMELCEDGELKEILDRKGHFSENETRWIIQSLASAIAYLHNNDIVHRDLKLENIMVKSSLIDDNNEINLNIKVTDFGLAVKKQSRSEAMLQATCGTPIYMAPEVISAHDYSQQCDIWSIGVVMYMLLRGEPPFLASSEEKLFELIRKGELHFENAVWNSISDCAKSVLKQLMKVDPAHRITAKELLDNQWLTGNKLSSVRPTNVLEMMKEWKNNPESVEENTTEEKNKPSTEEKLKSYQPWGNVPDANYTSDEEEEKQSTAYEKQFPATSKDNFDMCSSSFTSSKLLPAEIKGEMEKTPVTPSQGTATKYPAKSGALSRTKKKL
Starred values were filed as active, the others as inactive; i = inactive; . = not tested or not shown; & = joins results of further samples.

SMILES,KCNQ2 block,OX1R FRET antag,STK33 inh
O=C(N/N=C/C=C/c1ccccc1)c1ccccn1,i,9,-2.2
Cc1nn(C)c(C)c1C(=O)NN,i,3,0.4
Fc1ccc(C(c2nnnn2C2CCCC2)N2CCN(Cc3ccncc3)CC2)cc1 (stereo not drawn),i,8,0.0
COc1cc(C(=O)N2CCC3(CC2)NCCc2[nH]cnc23)cc(OC)c1OC,i,16,-2.8
CSc1n[nH]c2nc3c(c(=O)n12)C1(CCCC1)Cc1ccccc1-3,i,3,-0.7
Cc1c(C(=O)N/N=C/c2ccccc2)[nH]c2c([N+](=O)[O-])cccc12,i,-1,-0.6
C#CC[N+]1(CC#Cc2ccccc2)CCCCC1,i,13,-2.0
COc1ccccc1N(CC(=O)Nc1ccc(C(F)(F)F)cc1)S(C)(=O)=O,i,12,1.0
CC(=O)c1cn(N2CCCCC2)c(=O)[nH]c1=O,i,12,0.5
CCOc1ccc(-c2nnc3ccc(SCC(=O)NCc4ccco4)nn23)cc1,i,26,0.0
O=C(O)c1ccc(OCCOc2ccccc2)cc1,i,0,-2.8
NC(=O)c1[nH]cnc1N,i,17&10,-0.1&-0.7
COCc1c(C(=O)OCC(=O)N(C)C2CCS(=O)(=O)C2)oc2ccccc12 (stereo not drawn),.,1,-2.0
Cc1cccc(C(C)C)c1NC(=O)COC(=O)c1cccc(S(=O)(=O)N2CCc3ccccc3C2)c1,i,9,-0.4
O=C(CC1NCCNC1=O)Nc1ccc(Cl)c(Cl)c1 (stereo not drawn),i,3,-1.2
CCC(C)(NC(=O)c1ccc2c(c1)OCO2)C(=O)NC1CCCCC1 (stereo not drawn),i,18,0.4
O=C(NCCCCCCNC(=O)C1CCCC1)C1CCCC1,i,11,-1.2
S=c1[nH]nc(CSCc2ccc(Cl)cc2Cl)n1-c1ccccc1,i,8,0.6
CCn1nc(C)c(NC(=O)Nc2cccc(Cl)c2Cl)c1C,i,8,-2.0
Cc1c(Br)c([N+](=O)[O-])nn1CC(=O)Nc1sc2c(c1C(=O)OC(C)C)CCCC2,i,3,1.9
Cn1cnc([N+](=O)[O-])c1NC(C)(C)C,i,1,0.4
CCN1C(=O)CCCc2ccccc21,i,5,1.1
CC(C)(C)CC(=O)O/N=C(\N)c1ccncc1,i,1,-2.1
COc1cc2ccccc2cc1C(=O)NC1CCCCC1,.,12,1.1
CCSc1nnc(-c2ccc(Cl)cc2Cl)o1,i,3,-0.9
COc1cccc(N/C=C/C(=O)c2ccc(Cl)cc2)c1,i,11,0.5
COc1ccc(C)cc1NC(=O)CN(C)S(=O)(=O)c1ccc2c(c1)CC(C)N2C(C)=O (stereo not drawn),i,12,-0.6
N#Cc1ccccc1N1CCN(C(=O)c2ccc(NC(=O)c3ccc(Br)o3)cc2)CC1,.,13,-1.3
COC(=O)[C@@]1(Cc2ccc(F)cc2)[C@H]2c3cc(C(=O)N(C)C)n(Cc4nc5ccccc5[nH]4)c3C[C@H]2CN1C(=O)c1ccccc1,.,18,-0.1
COc1ccc(NCc2cccnc2)cc1,i,6,1.9
C[C@H]1CN([C@@H](C)CO)C(=O)c2cccc(NC(=O)C3CC3)c2O[C@H]1CN(C)C(=O)Nc1ccc2c(c1)OCO2,.,8,-1.1
Cc1cc(C)cc(C(=O)N(Cc2ccco2)c2c(N)n(Cc3ccccc3)c(=O)[nH]c2=O)c1,.,0,-0.7
COc1ccccc1NS(=O)(=O)c1ccc(C(=O)N2CCCC(C)C2)cc1 (stereo not drawn),i,14,-0.7
COc1ccc(N2CCN(Cc3nnc(-c4ccccc4)o3)CC2)cc1,i,6,-0.6
COC(=O)c1sc(-c2ccc(C(C)(C)C)cc2)cc1NC(=O)CCC(=O)O,i,19,0.2
COc1ccc(-c2cc(C(=O)N3CCCCCC3)c3ccccc3n2)c(OC)c1,i,29,0.9
CC(=O)NC(Cc1cccc(F)c1)C(=O)NC1CCN(c2nnnn2-c2ccccc2)CC1 (stereo not drawn),i,11,-0.5
COc1ccc2cc(-c3[nH]ncc3CN3CCCC3c3nonc3C)ccc2c1 (stereo not drawn),i,13,4.1
CN(C(=O)COC(=O)c1n[nH]c2ccccc12)C1CCS(=O)(=O)C1 (stereo not drawn),i,10,1.0
COCCn1c(=O)c2c(nc3n2CCCN3Cc2ccccc2)n(C)c1=O,i,3,-0.1
O=C(/C=C/c1cc(Br)ccc1F)Nc1cccnc1,i,22,0.3
O=c1c(Cl)c(Cl)cnn1Cc1ccccc1Cl,i,19,-2.3
COc1cccc(-c2cc(C(=O)Nc3ccn(Cc4ccc(C)cc4)n3)no2)c1,i,14,0.3
O=C(NC(=S)Nc1ccc2c(c1)OCO2)c1ccccc1,i,6,0.3
CC(SCc1ccccc1)C(=O)Nc1ccccc1-c1ccccc1 (stereo not drawn),i,24,-1.1
CSc1nnc2c(n1)OC(c1ccc(C(=O)O)cc1)N(C(C)=O)c1ccccc1-2 (stereo not drawn),i,50*,0.4
Cc1ccc(NC(=O)c2ccc(=O)[nH]c2)cc1S(=O)(=O)N1CCCCC1,i,3,-0.7
COc1ccc2nc(SCC(=O)NCc3ccc(S(N)(=O)=O)cc3)[nH]c2c1,i,1,-0.8
CCN1C(=O)Nc2cccc3cccc1c23,i,12,-1.3
Cc1ccccc1-c1ccc(=O)n(CC(=O)Nc2ccc(-n3cnnn3)cc2)n1,i,11,-1.8
COC(=O)CSc1nnc(-c2ccncc2)o1,i,4,-0.7
CC1=C(C(=O)OC2CCCCC2)C(c2ccc(O)cc2)NC(=O)N1 (stereo not drawn),i,1,-0.2
Cc1cccc(NC2=NCC(=O)N2CCc2ccccc2)c1,i,18,-1.0
COc1ccc(CCNC(=O)CCn2c(=O)oc3ccccc32)cc1,i,4,-0.5
Cc1nc([N+](=O)[O-])cn1CC(O)c1ccc(F)cc1 (stereo not drawn),i,7,0.1
CC(=O)Nn1c(C)nnc1-n1nc(C)cc1C,i,3,-1.3
O=C(Nc1ccc2c(c1)OCCO2)c1c[nH]c(=O)n(-c2ccc(F)c(Cl)c2)c1=O,i,12,-0.6
CC1CCC(NC(=O)CN2CCCN(Cc3ccc(F)cc3Cl)C2=O)CC1 (stereo not drawn),i,29,-0.9
Cc1cc(C(=O)OCC(=O)N(C)c2ccccc2)c(C)o1,.,4,-2.3
COc1ccc(-c2sc3ccc(OC)cc3c2C#Cc2ccccn2)cc1,.,9,-0.5

(listing goes on)
SMILES,KCNQ2 block,OX1R FRET antag,STK33 inh
O=C(NCCCc1nc2ccccc2[nH]1)c1ccc(F)cc1,i,27,-0.1
CCC(NC(=O)c1cncc(Br)c1)c1ccccc1 (stereo not drawn),i,9,-0.4
CCN(C(=O)c1cc2cccc(OC)c2oc1=O)C1CCCCC1,i,4,-2.0
COc1ccccc1OCC(=O)NCCSCc1ccc(Cl)cc1,-5.6*,10,-1.8
O=C(CSc1cn(CC(=O)N2CCCC2)c2ccccc12)NCC1CCCO1 (stereo not drawn),i,4,0.2
O=C(NC(=S)Nc1ccccc1N1CCOCC1)c1sc2ccccc2c1Cl,i,10,-1.0
COc1ccccc1NC(=O)COc1ccc(/C=N/NS(=O)(=O)c2ccc(C)cc2)cc1,i,9,-0.7
CCN(CC)S(=O)(=O)c1ccc(NC(=O)C(C)N(c2ccc(OC)cc2)S(C)(=O)=O)cc1 (stereo not drawn),i,21,.
O=C1CN(CC(=O)N2CCCCC2)c2ccccc2O1,i,52,1.9
O=C(Nc1ccc(N2CCN(Cc3ccccc3)CC2)cc1)c1ccccc1[N+](=O)[O-],i,11,-0.4
Clc1nc2sccn2c1/C=N/n1cnc2ccccc21,i,11,-0.6
Cc1ccc(NC(=O)C2CCCN(S(=O)(=O)c3ccc(-n4cnnn4)cc3)C2)cc1 (stereo not drawn),i,6,-1.2
CC1CN(C(=O)/C=C/c2ccc3c(c2)OCO3)CC(C)O1 (stereo not drawn),i,-2,1.2
O=C(Nc1ccc(N2CCOCC2)cc1)C1CCCCN1S(=O)(=O)c1ccccc1 (stereo not drawn),i,1,0.8
CCOc1cc(C2NC(=S)NC(C)=C2C(=O)Nc2ccc(OC)cc2)ccc1O (stereo not drawn),i,1,-3.2

In the list so far, these have fluorine.
SMILES,KCNQ2 block,OX1R FRET antag,STK33 inh
Fc1ccc(C(c2nnnn2C2CCCC2)N2CCN(Cc3ccncc3)CC2)cc1 (stereo not drawn),i,8,0.0
COc1ccccc1N(CC(=O)Nc1ccc(C(F)(F)F)cc1)S(C)(=O)=O,i,12,1.0
COC(=O)[C@@]1(Cc2ccc(F)cc2)[C@H]2c3cc(C(=O)N(C)C)n(Cc4nc5ccccc5[nH]4)c3C[C@H]2CN1C(=O)c1ccccc1,.,18,-0.1
CC(=O)NC(Cc1cccc(F)c1)C(=O)NC1CCN(c2nnnn2-c2ccccc2)CC1 (stereo not drawn),i,11,-0.5
O=C(/C=C/c1cc(Br)ccc1F)Nc1cccnc1,i,22,0.3
Cc1nc([N+](=O)[O-])cn1CC(O)c1ccc(F)cc1 (stereo not drawn),i,7,0.1
O=C(Nc1ccc2c(c1)OCCO2)c1c[nH]c(=O)n(-c2ccc(F)c(Cl)c2)c1=O,i,12,-0.6
CC1CCC(NC(=O)CN2CCCN(Cc3ccc(F)cc3Cl)C2=O)CC1 (stereo not drawn),i,29,-0.9
O=C(NCCCc1nc2ccccc2[nH]1)c1ccc(F)cc1,i,27,-0.1

Continuation.
Structure	KCNQ2 block	OX1R FRET antag	STK33 inh
CN(C)C(=O)C[n+]1ccc(/C=N/O)cc1	i	47	0.2
CCOc1ccc(S(=O)(=O)N2CCCC(C(=O)NCc3ccccn3)C2)cc1C (stereo not drawn)	i	14	0.5
O=C1CCCC2=C1C(c1cccc(O)c1)c1c(ccc3ncccc13)N2 (stereo not drawn)	i	22	-0.3
CCC1(CC)NC(=O)N(CC(=O)OCC(=O)NC(=O)c2ccc(Cl)cc2)C1=O	i	28	0.0
COC(=O)C1=C(C)N(CCc2ccccc2)C(=O)C1	.	15	-0.1
O=C(O)c1cc2c(cc1NC(=O)c1ccccc1C(F)(F)F)OCCCO2	i	6	-0.1
Cc1cccc(-n2c(=O)[nH]c3c(C(N)=O)nc(C(C)C)nc32)c1	i	12	-1.0
Cc1cc(OCC(=O)NCc2ccccn2)c2c(C)c(Cc3ccccc3)c(=O)oc2c1	i	9	-0.7
NC(=O)C1CCN(C(=O)c2cn(-c3ccccc3)nc2-c2cccnc2)CC1	i	5	-0.8
CSc1ccc(CN2CCC(C(=O)NCc3ccc(C)cc3)CC2)cc1	i	17	-0.6
O=C(NC1CC1)c1ccc(S(=O)(=O)NCC2CCCCC2)cc1	i	19	-1.5
CC1(C)Nc2ccccc2C(=O)N1NS(=O)(=O)c1ccccc1	i	7	-1.5
O=C1CSC(c2ccco2)N1 (stereo not drawn)	i	17	-1.4
COc1cc(OC)cc(-c2c(C#Cc3ccsc3)c3cc(-c4cc(F)cc(F)c4)ccc3n2C)c1	.	11	-1.7
COc1ccccc1Nc1ccc(NC(=O)c2cccc([N+](=O)[O-])c2C)cc1	i	7	-0.8
CCc1c(C)c2cc(Cl)c(O)c(CN(CC)CC)c2oc1=O	i	8	-0.3
O=C(Nc1cccc([N+](=O)[O-])c1)c1ccc2ccccc2c1O	i	25	0.9
Cc1ccc(S(=O)(=O)NC(Cc2ccccc2)C(=O)O)cc1C (stereo not drawn)	i	1	-2.9
Cc1cccc(N(C(=O)c2csnn2)C(C(=O)NCc2ccccc2)c2ccc(C)o2)c1 (stereo not drawn)	i	41	-19
O=C(O)C1CCCCC1C(=O)Nc1nc(-c2ccc(Cl)s2)cs1 (stereo not drawn)	i	23	-1.2
O=C(Nc1ccccc1Cl)NC1(C(=O)NCc2ccncc2)CCCCC1	i	29	-1.7
COC(=O)N/N=C1/C/C(=N\NC(=O)OC)c2ccccc21	i	29	-2.3
CCCCSc1nc(C)cc(SCC(=O)N/N=C/c2cccc(OC)c2O)n1	i	70	-1.9
O=C(/C=C/c1ccccc1)Oc1cccc2cccnc12	i	9	-0.7
C=C(C)CNC(=S)Nc1ccc(S(=O)(=O)Nc2cnc3ccccc3n2)cc1	i	9	-1.4
CCN(CC(=O)NC(C)(C)C)C(=O)CCl	i	23	0.5

Some entries already given with just OX1R FRET antag.
mol	OX1R FRET antag
CCCCSc1nc(C)cc(SCC(=O)N/N=C/c2cccc(OC)c2O)n1	70
O=C(/C=C/c1ccccc1)Oc1cccc2cccnc12	9
C=C(C)CNC(=S)Nc1ccc(S(=O)(=O)Nc2cnc3ccccc3n2)cc1	9
